PAX8 inh HTS: lowers PAX8-driven luciferase in RMG-I cells; RMG-I TPO-luciferase reporter, SteadyGlo, 24 h; 1.2% of 360,000 active; AID 652154; inhibition, % at 12.6 µM;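 active means mean replicate inhibition at least 60% with every replicate also reaching 60%; inconclusive means only one of the two criteria is met; inactive means mean below 60% and not all replicates reaching 60%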;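 further: luciferase light reporting Pax8 driven TPO promoter activity; plate controls were median of neutral control wells for no effect and mitoxantrone controls for full effect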
LGR2 inh: Drosophila LGR2 receptor signaling inhibition; HEK293 LGR2, CRE-luciferase, bursicon-stimulated, 4 h; inhibition, % at 9.99 µM; 0.35% of 380,000 active; AID 720647;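 active means drop in luminescence signal, shown as inhibition above about 50% in the replicate tests, limit read from the data, passing the limit was not always enough; inconclusive means probably only some replicates passing the limit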;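 further: agonist challenge used bursicon conditioned medium at about half maximal strength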
SIRT5 inh: blocks human SIRT5 desuccinylation of peptide; Purified SirT5, succinyl-peptide AMC, trypsin-coupled fluorescence; inhibition, % at 15 µM; 1.1% of 330,000 active; AID 652115; in the data active means inhibition above about 15%; inconclusive means no clear call, values can overlap the other calls
Target sequence (Q9NXA8 whole entry, looked up): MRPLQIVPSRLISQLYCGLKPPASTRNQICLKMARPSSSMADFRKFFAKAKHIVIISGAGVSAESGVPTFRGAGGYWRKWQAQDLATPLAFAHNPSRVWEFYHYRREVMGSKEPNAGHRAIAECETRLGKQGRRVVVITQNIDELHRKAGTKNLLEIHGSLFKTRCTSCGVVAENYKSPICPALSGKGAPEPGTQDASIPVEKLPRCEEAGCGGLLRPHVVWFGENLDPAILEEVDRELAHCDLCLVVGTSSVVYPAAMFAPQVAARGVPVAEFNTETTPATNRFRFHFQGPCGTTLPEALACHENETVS
DENV2 CPE: inhibitors of DENV2 cytopathic effect | AID 651640 | CPE inhibition, % at 9.99 µM | 1.7% of 350,000 active | DENV2-infected cells, cytopathic effect rescue, plate reader; in the data active means CPE inhibition above about 20%, passing the limit was not always enough; inconclusive means no clear call, values can overlap the other calls; tested in BHK-21 cells;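 further: 0% = median of neutral control wells and 100% = median of positive control wells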
ARNT TACC3 PPI: disruptors of human ARNT/TACC3 interaction; inhibition, % at 9.99 µM; AlphaScreen His-ARNT PAS-B/GST-TACC3 binding, luminescence; TACC3 fragment carries E629A point mutation; AID 623870; 0.66% of 390,000 active; Q9Y6A5;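 active means mean inhibition of replicates at least 50% and at least half of replicates each reaching 50%; inconclusive means half or more replicates reach 50% but mean below 50%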;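 further: 0% = complete ARNT plus TACC3 wells and 100% = ARNT alone without TACC3; many hits fall short of the cut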
Casp6 inh: inhibitors of human caspase-6. 0.53% of 350,000 active. purified caspase-6, Z-VEID-R110 cleavage fluorescence. inhibition, % at 12.5 µM. P55212;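 active means mean inhibition across replicates at least about 35%, with every replicate also reaching that limit, limit read from the data; inconclusive means only one of the two criteria met; inactive means neither criterion met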;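 further: 0% = median of neutral control wells and 100% = no fluorescence left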
Target sequence (P55212 24-179 limits assumed): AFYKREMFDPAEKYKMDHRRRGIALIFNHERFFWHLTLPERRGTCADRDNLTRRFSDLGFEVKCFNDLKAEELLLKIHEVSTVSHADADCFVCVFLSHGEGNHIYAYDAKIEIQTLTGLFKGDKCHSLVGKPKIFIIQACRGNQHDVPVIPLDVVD
Target sequence (P55212 194-293 limits assumed): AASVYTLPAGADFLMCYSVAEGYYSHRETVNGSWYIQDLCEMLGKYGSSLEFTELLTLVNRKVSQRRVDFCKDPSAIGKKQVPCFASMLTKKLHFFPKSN
EWS-Fli inh: EWS/Fli transcriptional activity inhibition; A673 NR0B1-luciferase reporter, viability-normalised; inhibition, % at 12.6 µM; 0.67% of 350,000 active; AID 651661;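 active means mean inhibition of at least 50% after viability correction, with every replicate also passing that limit; inconclusive means mean reaches 50% but only one of two replicates passes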;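 further: firefly luciferase signal divided by Alamar Blue viability fluorescence both relative to DMSO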
An asterisk follows results filed as active; ? = inconclusive; nt = no result given.

(1) O=C(Nc1ccccc1F)N[C@H]1CC[C@H](CC(=O)N2CCCCC2)O[C@@H]1CO
(2) COc1ccc(NC(=O)N(C)C[C@H]2Oc3cc(-c4ccncc4)ccc3S(=O)(=O)N([C@@H](C)CO)C[C@H]2C)cc1
(3) COc1ccc(C(=O)CC(C(=O)O)c2ccc3c(c2)OCO3)cc1OC (stereo not given)
(4) CCN(CC)C(=O)c1[nH]cnc1C(=O)N[C@@H](Cc1ccccc1)C(=O)OCc1ccccc1
(5) COc1ccc(C(CCN(Cc2ccc(OC)c(OC)c2)C(C)=O)c2ccccc2)cc1 (stereo not given)
(6) N#C[C@@H]1[C@H](c2ccccc2-c2cccc(F)c2)[C@@H](CO)N1C(=O)C1CCC1
(7) CCO[C@H]1OC(C(=O)N2CCN(Cc3ccccc3)CC2)=C[C@@H](c2ccc(C(F)(F)F)cc2)[C@@H]1CCCO
(8) O=C(c1ccc(S(=O)(=O)Nc2ccccc2F)cc1)N1CCCC1
(9) C[C@H](CO)N1C[C@H](C)[C@H](CN(C)Cc2ccc(C(=O)Nc3ccccc3N)cc2)Oc2ccc(NS(C)(=O)=O)cc2CC1=O
(10) O=C1CC(C(=O)Nc2ccc(Cl)cc2)S/C(=N\N=C\c2ccco2)N1 (stereo not given)

screen / no. | 1 | 2 | 3 | 4 | 5 | 6 | 7 | 8 | 9 | 10
PAX8 inh HTS | -17.4 | nt | -20.7 | 15.2 | -13.5 | 7.2 | 90.1* | -14.2 | 20.3 | 43.7
LGR2 inh | -2.1 | 7.2 | -10.0 | 7.1 | 9.7 | 7.3 | 17.8 | 20.1 | -11.3 | -2.0
SIRT5 inh | -3.5 | -0.5 | -5.1 | -2.8 | 2.8 | -0.2 | -4.6 | 1.7 | 3.5 | -1.4
DENV2 CPE | -2.2 | 4.7 | 1.3 | -0.4 | 4.0 | -6.1 | -5.7 | -7.1 | 1.5 | 19.2
ARNT TACC3 PPI | -2.9 | -3.2 | nt | 5.4 | -3.3 | nt | 0.6 | -1.3 | -4.5 | -8.1
Casp6 inh | -3.2 | 1.4 | -0.4 | -0.2 | 7.5 | -2.1 | -2.0 | 1.0 | -3.0 | 6.6
EWS-Fli inh | 1.3 | 5.6 | 0.1 | 5.0 | 0.3 | 12.4 | 3.9 | 0.0 | 25.5 | 11.8

Reformatted with values under each structure: five of the compounds above
Order of results – PAX8 inh HTS	LGR2 inh	SIRT5 inh	DENV2 CPE	ARNT TACC3 PPI	Casp6 inh	EWS-Fli inh
2: COc1ccc(NC(=O)N(C)C[C@H]2Oc3cc(-c4ccncc4)ccc3S(=O)(=O)N([C@@H](C)CO)C[C@H]2C)cc1
    nt	7.2	-0.5	4.7	-3.2	1.4	5.6
3: COc1ccc(C(=O)CC(C(=O)O)c2ccc3c(c2)OCO3)cc1OC (stereo not given)
    -20.7	-10.0	-5.1	1.3	nt	-0.4	0.1
4: CCN(CC)C(=O)c1[nH]cnc1C(=O)N[C@@H](Cc1ccccc1)C(=O)OCc1ccccc1
    15.2	7.1	-2.8	-0.4	5.4	-0.2	5.0
5: COc1ccc(C(CCN(Cc2ccc(OC)c(OC)c2)C(C)=O)c2ccccc2)cc1 (stereo not given)
    -13.5	9.7	2.8	4.0	-3.3	7.5	0.3
6: N#C[C@@H]1[C@H](c2ccccc2-c2cccc(F)c2)[C@@H](CO)N1C(=O)C1CCC1
    7.2	7.3	-0.2	-6.1	nt	-2.1	12.4

The results go on.
(11) CO[C@H]1CN(C)C(=O)c2cc(NC(=O)C3CC3)ccc2OC[C@@H](C)N(CC2CCOCC2)C[C@@H]1C
(12) Cc1ccc(S(=O)(=O)N2CCN=C2SC(C)c2ccccc2)cc1 (stereo not given)
(13) Cc1ccccc1-c1ccc([C@H]2[C@H](CO)N3CCCCN(C(=O)c4cccnc4)C[C@@H]23)cc1
(14) C/C=C/c1cnc2c(c1)C(=O)N([C@@H](C)CO)C[C@@H](C)[C@@H](CN(C)Cc1ccccc1F)O2
(15) CCNC(=S)N1CCC(n2cnc3ccccc32)CC1
(16) CCCc1ccc(OCC(O)CN2CCN(c3ccccn3)CC2)cc1 (stereo not given)
(17) N#CC1(NC(=O)CN2CCc3ccccc3C2)CCCC1
(18) COc1ccccc1N1CCN(/N=C/c2cccc(O)c2)CC1
(19) Cc1cc(C)n(-c2nc3ccccc3c(=O)n2OCC#N)n1
(20) CCC(=O)Nc1nnc(SCC(=O)NC2CCCC2)s1

screen / no. | 11 | 12 | 13 | 14 | 15 | 16 | 17 | 18 | 19 | 20
PAX8 inh HTS | -4.7 | 6.4 | -17.1 | -8.8 | 3.0 | 2.4 | -7.0 | -124.2 | 30.4 | 1.7
LGR2 inh | 11.3 | 9.2 | -5.4 | 0.4 | 13.8 | -11.7 | 2.7 | -23.9 | 1.9 | 2.9
SIRT5 inh | -3.4 | 2.1 | 0.2 | nt | 1.9 | -4.5 | -2.0 | 0.8 | 0.9 | -0.8
DENV2 CPE | 5.1 | -3.8 | ? | nt | -5.7 | -4.0 | -2.0 | -7.3 | -4.8 | -0.4
ARNT TACC3 PPI | nt | 3.8 | -6.2 | nt | -11.9 | 17.4 | -0.2 | 10.9 | 6.3 | 0.5
Casp6 inh | 1.9 | -0.8 | 2.2 | nt | 0.8 | -0.2 | 0.4 | 1.8 | -0.6 | -4.7
EWS-Fli inh | 2.3 | nt | -1.2 | -5.8 | 4.2 | -10.2 | 2.2 | -78.0 | -18.1 | 6.8

(21) Fc1ccc(COc2ccc3ccccc3c2CNc2nn[nH]n2)cc1
(22) CO[C@H]1CN(C)C(=O)c2cc(NC(=O)Nc3ccccc3F)ccc2OC[C@@H](C)N(C(C)=O)C[C@@H]1C
(23) COc1cccc(CN2[C@H](CO)[C@@H](c3ccccc3)C23CN(C(=O)C2CCCCC2)C3)c1
(24) CCC(=O)Nc1ccc2c(c1)C(=O)N(C)C[C@H](OC)[C@@H](C)CN(Cc1ccccc1F)[C@H](C)CO2
(25) CO[C@H]1CN(C)C(=O)c2ccc(NC(=O)C3CC3)cc2OC[C@@H](C)N(C(=O)CN(C)C)C[C@@H]1C
(26) Cc1ccc(C(=O)C2CC2)cc1C
(27) O=C(Cn1ncc(Cl)c(Cl)c1=O)Nc1ccc2c(c1)OCO2
(28) COC(=O)[C@@]1(Cc2ccc(F)cc2)[C@H]2c3cc(C(=O)N4CCCC4)n(Cc4ccc(C)o4)c3C[C@H]2CN1C(=O)c1ccccc1
(29) C[C@@H]1CN([C@H](C)CO)C(=O)c2cc(NC(=O)Nc3ccccc3)ccc2O[C@@H](C)CCCCO[C@H]1CN(C)Cc1ccc(C(F)(F)F)cc1
(30) COc1cccc(NC(=O)c2ccccc2N(Cc2ccccc2)S(C)(=O)=O)c1

screen / no. | 21 | 22 | 23 | 24 | 25 | 26 | 27 | 28 | 29 | 30
PAX8 inh HTS | -2.8 | 1.9 | -2.2 | 3.0 | -1.3 | -5.8 | 89.4* | -0.1 | 77.3* | -3.9
LGR2 inh | -1.3 | -6.4 | -27.7 | 0.2 | -0.8 | -19.7 | -9.1 | -0.1 | 10.6 | 8.6
SIRT5 inh | -4.5 | -3.2 | -0.3 | 4.6 | 0.9 | -0.5 | -0.3 | -1.0 | nt | -0.5
DENV2 CPE | -3.6 | 6.7 | 15.0 | 6.8 | 4.4 | -6.5 | ? | -3.4 | -1.9 | 7.9
ARNT TACC3 PPI | nt | -4.4 | nt | -3.6 | -4.5 | 27.2 | -6.6 | nt | -4.5 | 1.6
Casp6 inh | -1.5 | 1.8 | 2.7 | -3.6 | -2.8 | 1.0 | 2.2 | -0.8 | nt | 0.3
EWS-Fli inh | 5.7 | 2.0 | -1.8 | 5.4 | 5.0 | -3.8 | 48.9 | -3.0 | 71.6* | -19.4

(31) CCCNC(=O)N1CC2(CCN(Cc3cccc(F)c3)CC2)c2c([nH]c3cc(OC)ccc23)[C@H]1CO
(32) CC1=CS/C(=C(/C#N)C(=O)NCc2ccco2)N1c1ccccc1
(33) C[C@@H]1CN([C@@H](C)CO)C(=O)c2ccccc2-c2ccccc2CO[C@@H]1CN(C)S(=O)(=O)c1ccc(C(F)(F)F)cc1
(34) CCN(CC)C(=O)C(=O)c1cn(CCOc2ccccc2)c2ccccc12

screen / no. | 31 | 32 | 33 | 34
PAX8 inh HTS | nt | 3.5 | 16.2 | 8.3
LGR2 inh | -3.5 | -1.3 | 8.0 | -2.1
SIRT5 inh | 0.6 | -1.4 | 13.5 | 2.0
DENV2 CPE | 11.3 | ? | -8.1 | -3.3
ARNT TACC3 PPI | nt | -15.7 | nt | -3.3
Casp6 inh | 1.3 | 0.6 | 0.4 | nt
EWS-Fli inh | 27.8 | 5.2 | 5.6 | 4.6

Whole records, quoted from the list.
CCCNC(=O)N1CC2(CCN(Cc3cccc(F)c3)CC2)c2c([nH]c3cc(OC)ccc23)[C@H]1CO is listed as PAX8 inh HTS: nt; LGR2 inh: -3.5; SIRT5 inh: 0.6; DENV2 CPE: 11.3; ARNT TACC3 PPI: nt; Casp6 inh: 1.3; EWS-Fli inh: 27.8
CCN(CC)C(=O)C(=O)c1cn(CCOc2ccccc2)c2ccccc12 is listed as PAX8 inh HTS: 8.3; LGR2 inh: -2.1; SIRT5 inh: 2.0; DENV2 CPE: -3.3; ARNT TACC3 PPI: -3.3; Casp6 inh: nt; EWS-Fli inh: 4.6
